# TWEAK-Fn14 inh – inhibitors of TWEAK-Fn14 signaling, primary screen, luciferase reporter cells, uHTS | hit rate 2% among 360,000 | TWEAK-stimulated Fn14 reporter cells, luciferase luminescence, 8 h | inhibition, % at 10 µM | AID 1159606, 2016; in the data active = inhibition above about 50%
# TLR9-MyD88 inh – inhibitors of TLR9-MyD88 association in cells, primary screen, cell-based, CHO, BLA complementation, fluorescence. inhibition, % at 4.98 µM. CCF4 FRET ratio. hit rate 0.21% among 340,000;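 active = inhibition above the mean over all tested compounds plus 3 SD, cut at about 21% in these data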;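 also: 0% = DMSO only wells and 100% = clavulanate BLA inhibitor control wells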
# LMP1 NFkB inh – EBV LMP1-driven NF-kappaB luciferase reporter inhibitors, primary screen, cell-based, luminescence, single point; LMP1-induced NF-kappaB luciferase reporter cells; inhibition, % at 12.5 µM; hit rate 0.69% among 350,000; AID 504558, 2011; in the data active = inhibition above about 41%;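 also: 0% = neutral control wells and 100% = reference inhibitor control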
# NR5A2 inv ag – LRH-1 (NR5A2) inverse agonists, primary screen, cell-based, luminescence, HEK293T, StAR-luciferase reporter; Nuclear receptor subfamily 5 group A member 2 (Homo sapiens), O00482; LRH-1 transfected, 24 h; inhibition, % at 3.6 µM; hit rate 0.13% among 360,000; AID 602396, 2012;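 active = inhibition above the mean inhibition of all tested compounds plus 3 SD, cut at about 73% in these data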;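 also: 0% = DMSO wells and 100% = reporter-only cells lacking LRH-1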
# Target sequence (O00482 whole entry, looked up): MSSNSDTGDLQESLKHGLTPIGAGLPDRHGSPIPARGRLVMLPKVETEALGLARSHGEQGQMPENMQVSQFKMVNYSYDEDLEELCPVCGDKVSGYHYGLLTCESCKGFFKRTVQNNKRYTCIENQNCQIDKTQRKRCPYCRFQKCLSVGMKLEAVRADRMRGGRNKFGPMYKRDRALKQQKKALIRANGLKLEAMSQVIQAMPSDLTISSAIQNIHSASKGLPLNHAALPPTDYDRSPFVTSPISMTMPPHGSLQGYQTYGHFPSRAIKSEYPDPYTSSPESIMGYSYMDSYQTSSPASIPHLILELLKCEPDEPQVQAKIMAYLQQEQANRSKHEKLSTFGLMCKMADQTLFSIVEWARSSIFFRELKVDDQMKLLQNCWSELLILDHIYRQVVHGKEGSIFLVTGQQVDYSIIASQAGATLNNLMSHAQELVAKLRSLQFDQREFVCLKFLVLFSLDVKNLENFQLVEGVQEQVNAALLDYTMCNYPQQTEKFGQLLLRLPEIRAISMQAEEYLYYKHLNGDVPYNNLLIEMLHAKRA
# NR2F2 inh – NR2F2 transcriptional activity inhibitors, primary screen, cell-based, luciferase reporter, HEK293T, luminescence. COUP transcription factor 2 (Homo sapiens), P24468. HEK293T NGFI-A luciferase reporter. inhibition, % at 8.6 µM. hit rate 0.7% among 370,000. AID 686940, 2013;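 active = inhibition above a per-plate cutoff, mean inhibition of test wells between control levels plus 3 SD, cut at about 38% in these data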;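 also: cells cotransfected with COUP-TFII expression vector driving the NGFI-A reporter; 0% = median of COUP-TF2 test wells and 100% = reporter-only cells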
# NOD2-RIPK2 inh – NOD2-RIPK2 binding disruptors in cells, primary screen, fluorescence, CHO cells, BLA complementation; Receptor-interacting serine/threonine-protein kinase 2 (Homo sapiens), O43353; CCF4 ratio; inhibition, % at 4.98 µM; hit rate 0.38% among 360,000; AID 624267, 2012; in the data active = inhibition above about 21%;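 also: 0% = vehicle only and 100% = reference blocker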
# Target sequence (O43353 whole entry, looked up): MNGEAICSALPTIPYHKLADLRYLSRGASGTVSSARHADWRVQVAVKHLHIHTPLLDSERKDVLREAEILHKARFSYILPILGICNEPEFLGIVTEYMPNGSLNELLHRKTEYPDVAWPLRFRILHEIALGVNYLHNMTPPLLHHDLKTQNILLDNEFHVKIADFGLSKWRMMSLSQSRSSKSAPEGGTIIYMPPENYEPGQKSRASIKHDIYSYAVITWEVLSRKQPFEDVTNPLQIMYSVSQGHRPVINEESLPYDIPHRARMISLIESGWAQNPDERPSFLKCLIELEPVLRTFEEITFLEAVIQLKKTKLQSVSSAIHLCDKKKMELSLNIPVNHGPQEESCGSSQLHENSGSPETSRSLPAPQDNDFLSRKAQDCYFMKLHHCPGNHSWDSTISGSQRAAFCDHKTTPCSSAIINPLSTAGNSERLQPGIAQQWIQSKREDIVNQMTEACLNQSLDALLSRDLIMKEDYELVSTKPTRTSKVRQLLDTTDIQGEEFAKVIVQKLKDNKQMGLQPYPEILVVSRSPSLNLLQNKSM
# SRC2 inh – inhibition of GAL4-SRC2 driven luciferase reporter, primary screen, SRC2 inhibitor project, cell-based, luminescence; hit rate 0.17% among 370,000; inhibition, % at 9 µM; HEK293 GAL4-SRC2 luciferase reporter; Nuclear receptor coactivator 2 (Homo sapiens), Q15596;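 active = inhibition above the mean inhibition of all tested compounds plus 3 SD, set per campaign, cut at about 52% in these data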;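 also: 0% = DMSO treated cells and 100% = cells given Gossypol at 36 µM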
# NCOA1 inh – SRC1 coactivator transcriptional activity inhibitors, primary screen, cell-based, luminescence. HEK293 GAL4-SRC1 luciferase reporter. inhibition, % at 3.6 µM. hit rate 0.12% among 360,000;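 active = inhibition above the campaign mean plus 3 SD, with each screening campaign given its own cutoff, cut at about 60% in these data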;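 also: 0% = DMSO treated cells and 100% = gossypol at 36 µM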
# TROY NFkB inh – inhibitors of TROY-driven NF-kB signaling, primary screen, Q293 LMP1-TROYcd cells, NF-kB luciferase, uHTS; Q293 LMP1-TROYcd NF-kB luciferase reporter, 4 h; inhibition, % at 10 µM; hit rate 0.98% among 360,000; AID 1347056, 2019;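 active = compounds whose plate-normalised and pattern-corrected inhibition of the luciferase reporter signal at the single screening dose is 50% or more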
# NCOA3 inh – SRC3 coactivator transcriptional activity inhibitors, primary screen, cell-based, luminescence; HEK293 GAL4-SRC3 luciferase reporter; Nuclear receptor coactivator 3 (Homo sapiens), Q9Y6Q9; inhibition, % at 3.6 µM; hit rate 0.17% among 360,000; AID 588352, 2011;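 active = inhibition above a per-campaign cutoff, the mean of all compounds plus 3 SD, cut at about 60% in these data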;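 also: 0% = DMSO-treated cells and 100% = gossypol-treated cells at 36 µM; higher means less SRC3-driven luciferase light from the GAL4 reporter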
# TRAIL sens C8 – viability loss with TRAIL in NB7+C8 cells, primary screen, TRAIL sensitizer project, cell-based, ATPlite luminescence. inhibition (viability loss, TRAIL sensitization), % at 10 µM. hit rate 1% among 360,000. AID 624354, 2012;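 active = compounds causing at least 50% loss of cell viability in the single-dose screen, relative to plate controls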
# * hit, by the source's call; · = no result given.
SMILES,TWEAK-Fn14 inh,TLR9-MyD88 inh,LMP1 NFkB inh,NR5A2 inv ag,NR2F2 inh,NOD2-RIPK2 inh,SRC2 inh,NCOA1 inh,TROY NFkB inh,NCOA3 inh,TRAIL sens C8
CS(=O)(=O)Nc1ccc(C(=O)Nc2ccc3c(c2)OCO3)cc1,0,7,-18,-71,-13,-1,-28,-46,-37,-28,8
CCC(C)NC(=O)CSc1nnc(-c2ccncc2)n1-c1ccc(OC)cc1 (centres undefined),-19,3,-4,-9,-13,-8,-17,2,-3,9,-18
Cc1sc2ncnc(Sc3nnnn3-c3ccc(Cl)cc3)c2c1C,102*,-12,5,-2,-19,-2,-11,-10,65*,7,13
Cc1ccc(NC(=O)Cc2ncon2)cc1Cl,3,3,-6,-13,-11,8,-13,-14,-30,-4,12
c1ccc(CCNc2cc(-c3ccc4ccccc4c3)nc3ccnn23)nc1,-20,·,·,0,-10,-10,-6,-29,-11,-9,16
COc1cc2ccccc2cc1C(=O)Nc1ccncc1,20,2,-32,-21,-14,-10,-49,-65,-7,-61,0
CCc1ccccc1NC(=O)CCS(=O)(=O)c1ccc2c(c1)CCCN2C(C)=O,1,-7,-1,-14,9,-2,-14,7,-37,3,-7
CCOC(=O)/C=C/C(=O)Nc1ccc(S(=O)(=O)Nc2cc(C)on2)cc1,27,-5,-4,4,22,-3,-1,-13,14,-1,14
COC(=O)Nc1ccc(S(=O)(=O)N2CCCCC2)cc1,1,-4,8,4,1,-6,6,-3,0,8,-8
C[C@@H](NC(=O)c1ncn2c1c(=O)[nH]c1cccnc12)c1ccccc1,13,-9,-3,-22,16,3,9,3,12,-4,-7
O=C(NCc1cccs1)c1nc2c(nnn2Cc2ccccc2Cl)c(=O)[nH]1,96*,4,76*,101*,65*,4,56*,43,83*,90*,25
Cc1cc(C(=O)C(=O)N(C)C)c(C)n1-c1ccc(Cl)c(Cl)c1,-21,-8,-5,-3,20,-7,13,10,8,10,-2
C=CCn1c(SCC(=O)Nc2cccc3ccccc23)nc(O)c(CC)c1=O,29,1,-3,17,1,-7,-15,-17,39,3,-5
O=C(CSc1nnc(-c2cccc(F)c2)o1)NC1CCCC1,16,-4,2,-14,10,-4,1,-1,-3,-2,-1
S=C(NCCCc1ccccc1)Nc1ccccc1,-23,3,3,-22,16,11,-13,0,-12,-1,7
CCOC(=O)CCCCCC(=O)Nc1ccc2c(c1)CC(=O)N([C@@H](C)CO)C[C@H](C)[C@@H](CN(C)C(=O)Nc1ccc3c(c1)OCO3)O2,-9,-12,-11,-38,1,-9,-4,-18,-4,-5,-1
COCCN(CC(=O)Nc1ccccc1C)S(=O)(=O)c1ccc(S(=O)(=O)N2CCCC2)cc1,8,0,-7,9,6,-8,-14,-11,-1,13,8
CCCCC(=O)Nc1cc(C(=O)NCCc2ccccc2)ccc1Cl,2,5,-32,-94,-28,1,-34,-99,-70,-117,9
COc1ccc(NC(=O)Cn2nnc(-c3ccccc3F)n2)cc1,-14,1,-1,-10,4,-3,2,-8,-10,-16,10
O=S(=O)(c1ccc(F)cc1)N1CCN(C(=S)NC2CCCC2)CC1,5,0,1,-6,8,-5,6,-8,-7,19,8
CC1(C)CC(=O)C2=C(C1)OC(=O)C2(NC(=O)c1cccs1)C(F)(F)F (centres undefined),8,3,-5,12,-8,-7,-12,-13,-18,-6,-8
Cc1ccc(S(=O)(=O)N(CC(=O)NCCSc2ccccn2)c2ccccc2F)cc1,17,-1,-4,7,11,-8,4,7,0,8,-5
COc1ccc(C(CCN)c2ccc3c(c2)OCO3)cc1 (centres undefined),5,-2,2,7,-13,-9,-6,-20,16,-14,-6
Cc1[nH][nH]c(=O)c1N=Nc1ccc(Br)c(Cl)c1,-12,9,7,-2,-10,-4,-33,8,3,17,-14
Fc1ccc(-c2cc(C(F)(F)F)n3ncnc3n2)cc1,-13,-10,-12,1,-17,-10,11,14,5,-2,-10
Cc1ccc(C(=O)Cn2nc(C(=O)O)c3ccccc3c2=O)cc1C,13,-9,-3,5,12,-2,-27,-12,0,11,21
O=C(NC(Cc1ccccc1)C(=O)O)c1ccc(S(=O)(=O)N2CCCCC2)cc1 (centres undefined),14,-1,8,10,-9,-4,3,4,33,9,-12
COc1cccc(C(=O)NCCSc2ccc(F)cc2)c1,-24,4,-26,-123,-50,-3,-24,-58,-64,-76,-3
O=[N+]([O-])c1cc(/C=N/n2cnnc2)ccc1N1CCCC1,-6,4,3,29,15,-8,-13,-4,0,1,-5
Cc1cccc(C)c1NC(=S)N(c1ccccc1)C(C)C,17,3,0,10,3,-6,14,0,-11,-8,-5
Cc1ccn(CC(=O)NC2CC(C)(C)Cc3c2cnn3-c2ccc(F)cc2)n1 (centres undefined),-22,8,-21,-43,-31,0,-29,-33,-44,-30,-6
COc1ccc(S(=O)(=O)N(C)CC(=O)Nc2ccccc2C(F)(F)F)cc1Cl,9,3,0,16,25,1,-7,7,1,-13,-2
CCCCn1c(N)c(N(CC)C(=O)c2c(CC)noc2C)c(=O)[nH]c1=O,6,0,5,21,-3,-12,0,3,4,-13,-19
Cc1cc(C)nc(NC(=O)Nc2ccccc2C(F)(F)F)n1,11,-5,11,-3,-15,8,-42,-13,-13,-10,-15
COc1ccc(C(=O)NCCCN2CCCC2=O)cc1S(=O)(=O)N1CCOCC1,-10,2,8,-2,-4,-8,-16,8,-11,-2,-5
CCCNC(=O)COC(=O)CCC(=O)c1cccs1,8,-2,-17,10,2,1,-7,-3,-11,-3,-1
O=C(NC1CCCC1)C(C1CC1)n1c(C2CC2)nc2ccccc21 (centres undefined),·,·,·,31,13,-10,-8,·,·,·,-9
Cc1cc(C)nc(Nc2ccc(N3CCCC3)cc2)n1,9,-11,1,-34,-15,7,-28,-34,-2,-31,-2
C#CCNC(=O)C1=C[C@H](c2csc3ccccc23)[C@@H](CCCO)[C@H](OCC)O1,8,-3,2,-3,2,-5,3,-15,-9,-5,-15
c1ccc(-n2nc3ccccc3n2)cc1,1,7,-20,-9,-38,-10,4,-10,-19,-4,-12
NC(=O)NC(=O)COC(=O)/C=C/c1cccs1,-15,3,-3,6,-8,2,-4,-21,-9,10,9
CCCc1c(-c2ccc(F)cc2)ncn1CCc1ccccc1OC,2,·,·,-37,10,5,22,·,9,·,15
CN(Cc1ccccc1)C(=O)COC(=O)c1cc(-c2ccc(Cl)s2)nc2ccccc12,20,2,-12,2,-17,0,-1,8,-19,20,-11
CCN(CC)CC(O)Cn1c(-c2ccccc2Cl)nc2ccccc21 (centres undefined),4,·,·,5,-8,-4,-18,16,0,17,1
Cc1ccc(C(=O)CSc2ncn[nH]2)cc1,11,-7,-2,-11,-11,-8,-24,-4,-15,-17,-16
CCn1nnc2cc(C(=O)O)ccc21,-11,-10,1,-3,0,2,7,-15,1,3,-14
CCN1c2ccccc2-c2nc3ccccc3n2C1c1cccs1 (centres undefined),12,-1,8,-3,11,7,11,5,9,14,4
Cc1c(Cl)cccc1NC(CC(=O)c1ccccc1)C(=O)OCC(=O)c1cccs1 (centres undefined),-9,-4,-7,4,-8,-12,-10,-21,-24,-6,-4
CC(=O)C[C@@H]1OC[C@H](Cc2ccccc2)N1S(=O)(=O)c1ccc(C)cc1,·,·,·,15,-14,-7,3,·,·,·,5
COC(=O)c1cccc(NC(=S)Nc2ccccc2Cl)c1,-38,-9,4,-4,-6,-6,-3,16,2,25,-18
Cc1cc(N/C=C(\C#N)S(=O)(=O)c2ccccc2Cl)nc(C)n1,0,1,-2,1,11,5,13,-18,9,-3,6
CCc1nc2ccc(C(=O)N3CCN(c4ccc(Cl)cc4)CC3)cc2nc1CC,17,-4,-1,-27,-16,-8,13,-16,13,12,9
Cc1cc2nc(-c3cccc(Cl)c3)c(CC3CCCCC3)n2c(C)c1Br,14,·,·,-35,1,-17,-15,·,-12,·,19
N#CC1(P(=O)(c2ccccc2)c2ccccc2)CC1,-6,-13,0,7,-13,-21,-24,-1,1,2,-6
Cc1onc(-c2c(F)cccc2Cl)c1C(=O)Nc1nnc(-c2ccccc2)s1,10,-9,-12,-2,4,-10,-13,-8,19,5,1
Cc1ccc(C(=O)NNC(=O)c2ccccc2-n2cccc2)cc1,-1,-2,1,2,10,2,16,-12,8,1,-2
Cc1nc(Nc2ccc(F)cc2)nc(Nc2ccc(F)cc2)c1[N+](=O)[O-],-13,-8,-5,2,-6,0,-47,-6,9,6,10
CCOC(=O)N1CCN(C(=S)NC(=O)C2CCCC2)CC1,7,3,-16,10,9,-4,18,5,11,13,-1
COc1ccc(C(=O)/C=C/Nc2ccc([N+](=O)[O-])cc2C)c(OC)c1,-23,4,-10,9,·,1,·,-8,-14,-31,14
O=C(c1ccc(CSc2ccc(Cl)cc2)o1)N1CCOCC1,-16,·,·,-26,-32,-4,-13,-17,-16,-12,5

# Ordered by SMILES length (highest first): part of the list above
SMILES,TWEAK-Fn14 inh,TLR9-MyD88 inh,LMP1 NFkB inh,NR5A2 inv ag,NR2F2 inh,NOD2-RIPK2 inh,SRC2 inh,NCOA1 inh,TROY NFkB inh,NCOA3 inh,TRAIL sens C8
Cc1cc2nc(-c3cccc(Cl)c3)c(CC3CCCCC3)n2c(C)c1Br,14,·,·,-35,1,-17,-15,·,-12,·,19
Cc1ccc(C(=O)NNC(=O)c2ccccc2-n2cccc2)cc1,-1,-2,1,2,10,2,16,-12,8,1,-2
COC(=O)c1cccc(NC(=S)Nc2ccccc2Cl)c1,-38,-9,4,-4,-6,-6,-3,16,2,25,-18

# Next results:
SMILES,TWEAK-Fn14 inh,TLR9-MyD88 inh,LMP1 NFkB inh,NR5A2 inv ag,NR2F2 inh,NOD2-RIPK2 inh,SRC2 inh,NCOA1 inh,TROY NFkB inh,NCOA3 inh,TRAIL sens C8
O=C(Nc1nccs1)c1ccc(Br)s1,-8,3,-10,-71,-18,-9,-33,-52,-68,-43,-7
Cc1ccc(OCCC(=O)NNC(=O)c2cc(C)oc2C)cc1,-4,-1,3,21,-12,-5,-2,3,4,12,5
CN1CCN(C(=O)c2cccc(NS(=O)(=O)c3ccc(Br)cc3)c2)CC1,-3,4,-4,-14,-1,-3,-27,-20,-5,3,-1
COCc1nnc(NC(=O)c2ccccc2[N+](=O)[O-])s1,0,8,4,9,12,-3,11,9,3,13,-2
COc1ccc(Cl)cc1C(=O)NNC(=S)NC(=O)/C=C/c1ccco1,-6,2,1,-14,0,6,-5,-5,-2,-10,4
Cc1cc(NC(=O)c2cccs2)ccc1NC(=O)Cc1ccccc1,-6,0,2,-34,-9,-3,-31,-14,-12,1,-6
Cc1cc(C)n(-c2ccn(Cc3ccc(Cl)cc3Cl)c(=O)n2)n1,-31,-8,8,1,3,4,-9,0,-13,23,26
COCCCN1C(=O)C(=O)/C(=C(/O)c2ccc(OC(C)C)cc2)C1c1ccncc1 (centres undefined),30,-3,-3,15,-19,-3,-4,1,-20,5,1

# Screening results from PubChem.

# Some of the compounds tested; count on the stated rates, not on these rows.
